NPR2 activator – GC-B (human) receptor activation; P20594; HEK293-GC-B cells, CNP EC30, cGMP TR-FRET; 0% at EC30 CNP, 100% saturating CNP; activation, % at 10 µM; 370,000 tested, 0.11% active; AID 1920062;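 active means activation at 10 µM reaching about 35% in either raw or pattern-adjusted values, limit read from the data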
Rev-erbA mod – Rev-erb alpha (human) modulation | P20393 | Rev-erbα–FITC-DNA binding, fluorescence polarization, 90 min | activity, % at 10 µM | 370,000 tested, 0.79% active | AID 1259318;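 active means activity above about 14%, limit read from the data; passing the limit was not always enough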;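 further: 0% = DMSO wells with 35 nM protein and 100% = DMSO wells with 750 nM protein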
PG9 binder – binds the HIV-1 gp120 antibody PG9; 360,000 tested, 0.43% active; inhibition, % at 6.7 µM; AID 624416; TR-FRET gp120-PG9 antibody binding; in the data active means inhibition above about 8.5%
HTRA1 inhibitor – blocks human HTRA1 serine peptidase; Q92743; recombinant HTRA1, FP-rhodamine activity-based probe, fluorescence polarization; inhibition, % at 5.96 µM; 340,000 tested, 0.5% active; in the data active means inhibition above about 36%;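 further: 0% = enzyme with DMSO and 100% = wells lacking enzyme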
GC-A act – GC-A (human) enzyme activation | activation, % at 10 µM | AID 1671463 | 370,000 tested, 0.14% active | P16066 | HEK293 GC-A cells, cGMP TR-FRET, EC30 ANP; 0% at EC30 ANP, 100% saturating ANP; in the data active means activation above about 40%
ASAP1 GAP inh – ASAP1 ArfGAP inhibition | inhibition, % at 16.5 µM | AID 624377 | 360,000 tested, 0.19% active | Q9ULH1 | ASAP1-stimulated ARF1 GTP hydrolysis, GDP FP detection; in the data active means inhibition above about 25%;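 further: 0% = vehicle with enzyme and substrate and 100% = no enzyme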
Target sequence (Q9ULH1 325-724 limits assumed): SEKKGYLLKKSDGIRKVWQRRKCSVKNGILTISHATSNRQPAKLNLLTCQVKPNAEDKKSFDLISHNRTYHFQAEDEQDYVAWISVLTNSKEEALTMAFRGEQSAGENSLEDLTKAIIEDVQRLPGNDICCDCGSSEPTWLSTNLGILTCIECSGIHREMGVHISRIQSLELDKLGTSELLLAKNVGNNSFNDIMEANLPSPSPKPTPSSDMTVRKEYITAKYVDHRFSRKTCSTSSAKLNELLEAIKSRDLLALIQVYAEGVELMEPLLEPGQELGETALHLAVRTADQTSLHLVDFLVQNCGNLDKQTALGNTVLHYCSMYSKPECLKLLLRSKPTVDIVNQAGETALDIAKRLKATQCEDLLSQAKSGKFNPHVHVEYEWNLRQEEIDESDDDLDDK
SMARCA2 activ – SMARCA2 function activation, primary screen | MG213 cells, MMTV-luciferase reporter, dexamethasone, overnight | activation, % at 9.1 µM | 370,000 tested, 1% active | AID 652017; in the data active means activation above about 7.8%;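 further: 0% = vehicle wells and 100% = reference activator wells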
ABHD4 inh – inhibits mouse alpha/beta hydrolase domain 4. 370,000 tested, 0.54% active. purified mABHD4, FP-Rh probe fluorescence polarization. Q8VD66. AID 720543. inhibition, % at 8.92 µM;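 active means inhibition exceeding the mean over every tested compound plus 3 SD, cut at about 30% in these data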;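 further: 0% = plate median of compound wells and 100% = S159A mutant with DMSO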
Target sequence (Q8VD66 whole entry, looked up, the tested form may be a part): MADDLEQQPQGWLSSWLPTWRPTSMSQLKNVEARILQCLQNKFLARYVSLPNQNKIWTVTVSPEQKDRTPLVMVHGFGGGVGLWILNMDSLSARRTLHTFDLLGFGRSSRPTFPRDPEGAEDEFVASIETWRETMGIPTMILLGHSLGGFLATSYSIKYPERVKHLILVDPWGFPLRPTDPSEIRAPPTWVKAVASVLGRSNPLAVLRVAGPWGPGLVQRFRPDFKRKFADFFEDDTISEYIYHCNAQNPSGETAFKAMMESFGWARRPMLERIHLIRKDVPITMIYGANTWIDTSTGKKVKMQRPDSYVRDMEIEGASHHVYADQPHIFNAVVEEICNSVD
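system = mouse ABHD4 enzyme, wild type | medium = HEPES pH 7.0, NaCl, Pluronic buffer | also added = FP-Rh probe | incubation = Enzyme–compound pre-incubation 45 min, then probe 60 min, both 25 °C | technique = fluorescence polarization, excitation 525 nm, emission 598 nm, BODIPY TMR filters | controls = S159A mutant high control, sample median low control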
rCAG RNA binder – binds r(CAG) RNA repeats | 370,000 tested, 1.3% active | r(CAG) RNA repeat, TO-PRO-1 dye displacement fluorescence | inhibition, % at 3 µM;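 active means inhibition above the plate cutoff, the mean of all test compounds on that plate plus 3 SD, cut at about 35% in these data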;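 further: 0% = DMSO alone and 100% = 100 µM mitoxantrone as full dye displacement; higher means more dye released from RNA so lower well fluorescence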
ARFGAP1 inhibitor – inhibitors of rat ARFGAP1 | Q62848 | Arfgap1-stimulated ARF1 GTP hydrolysis, GDP FP detection | inhibition, % at 16.5 µM | 360,000 tested, 0.26% active | AID 651572;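 active means inhibition above a per-plate limit, mean inhibition of low control wells plus 3 SD, cut at about 25% in these data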;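 further: 0% = DMSO wells with enzyme and 100% = wells lacking Arfgap1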
Target sequence (Q62848 1-136 limits assumed): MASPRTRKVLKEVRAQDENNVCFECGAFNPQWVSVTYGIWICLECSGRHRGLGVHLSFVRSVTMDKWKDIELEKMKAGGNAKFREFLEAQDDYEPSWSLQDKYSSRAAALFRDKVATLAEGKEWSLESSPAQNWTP
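Assay system: purified rat His6-Arfgap1 residues 1-136 (GAP domain); Reagent: human Δ17 ARF1 bound to GTP; Dosing: 16.5 µM single point, 1.26% DMSO; Times: GTP hydrolysis reaction 2 h at 25 °C; Signal: FP, GDP Alexa 633 tracer displaced from anti-GDP antibody, 620/688 nm; Measure: % inhibition from polarization.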
Active calls of the source: *; · = no result given. Random draw from the library (roughly 4.4% active in at least one column).

SMILES | NPR2 activator | Rev-erbA mod | PG9 binder | HTRA1 inhibitor | GC-A act | ASAP1 GAP inh | SMARCA2 activ | ABHD4 inh | rCAG RNA binder | ARFGAP1 inhibitor
CC(C)CN(C(=O)c1cc2ccccc2o1)c1c(N)n(CC(C)C)c(=O)[nH]c1=O | 2 | 1 | 1.5 | 0 | 0 | 15 | -1 | 11 | -1 | 6
CCOc1ccc2c(c1)N(C(=O)CN1C(=O)CCC1=O)C(C)(C)C=C2C | 6 | -1 | -0.8 | 6 | 1 | -4 | 2 | -1 | -6 | -1
C/C=C/c1c(F)c(F)c(Oc2ccc(C(=O)O)cc2)c(F)c1F | -6 | 5 | 0.2 | -14 | 2 | 13 | -1 | -1 | 30 | -5
C[C@@H]1CN([C@H](C)CO)C(=O)CCCn2nncc2CO[C@@H]1CN(C)S(=O)(=O)c1cccc(F)c1 | -4 | -1 | 1.6 | -1 | 6 | -1 | -2 | 7 | 2 | 2
O=S(=O)(NCCSCc1ccc(Cl)c(Cl)c1)c1ccc2c(c1)OCCO2 | 0 | 2 | 0.1 | -58 | -2 | -1 | -2 | -31 | 1 | 4
COc1cc(SC)ccc1C(=O)NCCCOC(C)C | 0 | -1 | -1.1 | 4 | 3 | -15 | -3 | 0 | -6 | -2
CCOC(=O)Cn1cnc(C)c1 | -1 | 2 | -0.4 | 1 | 3 | 5 | -2 | 6 | 2 | -2
O=C(CC1C(=O)NCCN1Cc1cccc(Oc2ccccc2)c1)NCC1CCOCC1 (configuration not stated) | 15 | -4 | -0.1 | 3 | 2 | 15 | -5 | 9 | -6 | 0
COc1cc(NCc2ccccc2)c2ncn(C(C)C)c2c1 | -1 | -2 | -1.1 | 1 | 0 | -13 | 0 | 7 | -10 | -4
CC(C)CCc1noc(CN(CC2CCC2)CC2CCCO2)n1 (configuration not stated) | 4 | 8 | -0.1 | -5 | 1 | -23 | -4 | 7 | -5 | -2
COc1ccc(C(=O)Nc2c(C)csc2C(=O)O)cc1 | 1 | 3 | 0.5 | · | 0 | -8 | -3 | -2 | -2 | 7
CC(=O)c1ccc(Nc2nc(C(N)CC(C)C)cs2)cc1 (configuration not stated) | -6 | -2 | 1.6 | · | -1 | 4 | 4 | 2 | 9 | 12
O=C(C(=O)N1CCCN(Cc2ccc(F)cc2)CC1)c1ccccc1 | 3 | 6 | -0.8 | · | 0 | 2 | 1 | -5 | -1 | -10
COC(=O)c1cc(C)sc1NC(=S)N1CCN(CCc2ccccc2)CC1 | 7 | 10 | -1.2 | 0 | 0 | -6 | -3 | 4 | 1 | 11
CC(C)[C@H]1Cn2nncc2Cn2c3ccccc3c(=O)n21 | 2 | 2 | · | · | 3 | · | 0 | 0 | 7 | ·
Cc1onc(-c2ccccc2)c1C(=O)N/N=C/c1ccc(O)c([N+](=O)[O-])c1 | -8 | -1 | -0.6 | -3 | -2 | 7 | -3 | 7 | 4 | 2
O=C(Nc1cc(S(=O)(=O)N2CCOCC2)ccc1N1CCOCC1)c1cnccn1 | -13 | -3 | 2.1 | 2 | 1 | -4 | 1 | -11 | -2 | -2
Cc1cc(C)c2c(=O)[nH]n(C3CCCCCC3)c2n1 | -2 | -4 | -1.9 | 3 | -1 | 4 | 2 | 4 | -1 | 16
CCOc1cc(N2CCOCC2)c(OCC)cc1NC(=O)COC(=O)c1ccc(OC)c([N+](=O)[O-])c1 | 18 | 2 | -1.3 | 5 | 20 | -9 | 1 | 4 | 3 | -1
CCN1CCN(c2cc(C)c3cc(NC(=S)N4CC(C)CC(C)C4)ccc3n2)CC1 (configuration not stated) | 2 | 1 | -2.5 | 8 | -5 | 1 | 3 | 9 | -5 | -6
Cn1c(=O)oc2cc(C(=O)c3ccccc3)ccc21 | -7 | 4 | -3.0 | 2 | 2 | -6 | -1 | 1 | 3 | 4
COC(=O)CCC(=O)NNC(=O)c1ccc(Br)cc1 | 2 | -2 | 0.0 | -1 | -1 | 12 | -1 | -5 | 1 | -2
O=C(C(=O)N1CCCC1)c1c(-c2ccccc2)[nH]c2ccccc12 | -13 | 2 | -0.9 | 10 | -6 | 3 | 1 | 10 | -6 | -4
CNC(=O)C1=C(C)NC(=S)NC1c1cccs1 (configuration not stated) | 2 | 2 | -0.5 | -1 | -5 | 6 | -1 | 6 | -2 | -6
COc1ccc2c(c1)c(=Cc1ccc(N(C)C)cc1)c1cc(-c3ccccc3)[n+](C)n12 | -13 | -8 | -20 | -97 | -13 | 8 | -10 | -188 | 20 | -2
Cn1c(NC(=O)CCC2CCCCC2)cc(=O)n(C)c1=O | -1 | -5 | 0.6 | -8 | 9 | 2 | 1 | -3 | -1 | 4
COc1ccc(Cc2nnc(NC(=O)C3CC(=O)N(c4ccc(OC)cc4)C3)s2)cc1 (configuration not stated) | 6 | 0 | 0.6 | -9 | -1 | -1 | -3 | -1 | 11 | 0
O=c1[nH]c(NC2CCN(S(=O)(=O)c3ccccc3C(F)(F)F)CC2)nc2c1CCCC2 | 6 | 1 | -2.1 | 4 | -3 | -7 | 3 | 2 | 2 | 8
Cc1cccc(NC(=S)NCc2ccc(F)cc2)c1 | -10 | 4 | -1.6 | -3 | -1 | 10 | -1 | -1 | 2 | -4
C[C@@]12CC[C@@H](C3=C(CCC3)C1)N2c1ccccc1 | -1 | -6 | 0.8 | · | -7 | -13 | 1 | 1 | 1 | 9

An excerpt from the list above, for reference:
SMILES | NPR2 activator | Rev-erbA mod | PG9 binder | HTRA1 inhibitor | GC-A act | ASAP1 GAP inh | SMARCA2 activ | ABHD4 inh | rCAG RNA binder | ARFGAP1 inhibitor
CC(C)CN(C(=O)c1cc2ccccc2o1)c1c(N)n(CC(C)C)c(=O)[nH]c1=O | 2 | 1 | 1.5 | 0 | 0 | 15 | -1 | 11 | -1 | 6
CCOc1ccc2c(c1)N(C(=O)CN1C(=O)CCC1=O)C(C)(C)C=C2C | 6 | -1 | -0.8 | 6 | 1 | -4 | 2 | -1 | -6 | -1
C/C=C/c1c(F)c(F)c(Oc2ccc(C(=O)O)cc2)c(F)c1F | -6 | 5 | 0.2 | -14 | 2 | 13 | -1 | -1 | 30 | -5
C[C@@H]1CN([C@H](C)CO)C(=O)CCCn2nncc2CO[C@@H]1CN(C)S(=O)(=O)c1cccc(F)c1 | -4 | -1 | 1.6 | -1 | 6 | -1 | -2 | 7 | 2 | 2
O=S(=O)(NCCSCc1ccc(Cl)c(Cl)c1)c1ccc2c(c1)OCCO2 | 0 | 2 | 0.1 | -58 | -2 | -1 | -2 | -31 | 1 | 4
COc1cc(SC)ccc1C(=O)NCCCOC(C)C | 0 | -1 | -1.1 | 4 | 3 | -15 | -3 | 0 | -6 | -2
CCOC(=O)Cn1cnc(C)c1 | -1 | 2 | -0.4 | 1 | 3 | 5 | -2 | 6 | 2 | -2
O=C(CC1C(=O)NCCN1Cc1cccc(Oc2ccccc2)c1)NCC1CCOCC1 (configuration not stated) | 15 | -4 | -0.1 | 3 | 2 | 15 | -5 | 9 | -6 | 0

The listing continues.
SMILES | NPR2 activator | Rev-erbA mod | PG9 binder | HTRA1 inhibitor | GC-A act | ASAP1 GAP inh | SMARCA2 activ | ABHD4 inh | rCAG RNA binder | ARFGAP1 inhibitor
Cc1ccc(S(=O)(=O)NCCC(=O)Nc2cccc(S(=O)(=O)N3CCCC3)c2)cc1C | -3 | 0 | -2.3 | 1 | 0 | -2 | 2 | 3 | 4 | 34*
O=S(=O)(c1ccccc1)c1nc(-c2cccc(Cl)c2)oc1N1CCOCC1 | 1 | -3 | 0.8 | -13 | -2 | 3 | -3 | -2 | -3 | 5
CCCc1nc2ccc(Cl)cn2c1Cc1ccsc1 | -1 | -2 | 0.6 | · | -1 | -1 | -2 | 2 | 1 | -13
CCn1c2ccccc2c2cc(NC(=O)COc3ccccc3)ccc21 | -4 | 4 | 6.3 | -3 | -3 | 7 | -2 | 2 | 8 | 2
COc1ccccc1N1CCN(Cc2cnc3ccc(Cl)cn23)CC1 | 5 | -3 | -1.2 | 2 | -1 | -2 | -2 | -1 | 0 | 9
CCOc1ccc(S(=O)(=O)Nc2nc3cc(OC)ccc3s2)cc1 | 2 | -4 | -0.1 | 3 | -5 | 11 | -3 | -10 | 28 | -1
O=C(COC(=O)CNC(=O)c1ccccc1)Nc1nnc(-c2ccccc2)o1 | 2 | -2 | -0.4 | 9 | -1 | 5 | 3 | 2 | 8 | -12
CC(C)=CCC/C(C)=C/CC/C(C)=C/COc1ccc2ccc(=O)oc2c1 | -4 | -2 | -0.4 | -9 | -4 | -11 | 2 | 0 | 6 | 7
CC(C)CCOC(=O)/C(=C/c1ccco1)NC(=O)/C=C/c1ccccc1 | 1 | -1 | -0.7 | -12 | 3 | -8 | -2 | 0 | 12 | 1
C[C@H](CO)N1C[C@H](C)[C@@H](CN(C)S(=O)(=O)c2cn(C)cn2)Oc2ccc(NC(=O)NC3CCCCC3)cc2C1=O | 1 | 1 | -0.7 | 9 | 0 | 0 | -4 | 3 | 5 | -5
Cc1ccc(NC(=O)CCCCCN2C(=O)c3ccccc3C2=O)nc1 | -3 | 1 | -0.7 | 6 | -3 | -1 | -3 | 2 | -2 | 2
O=C(O)COc1ccc2oc3c(c2c1)CCCC3 | -1 | 2 | -1.6 | 0 | -5 | -2 | -3 | -1 | 9 | 10
CCC1CN(C(=O)N2CCC(C(=O)NCCc3ccccc3OC)CC2)c2ccccc2O1 (configuration not stated) | 4 | 1 | -0.2 | 1 | 2 | -4 | -3 | 3 | -6 | 2
CCC/C(=N\NC(=O)C1CCCC1)c1ccccc1 | 0 | 1 | 2.0 | 3 | 1 | 1 | -1 | -4 | -5 | 5
O=C1COc2ccc(C(=O)COC(=O)COc3ccccc3[N+](=O)[O-])cc2N1 | -9 | -5 | -0.4 | 4 | -4 | -3 | -1 | 2 | 7 | 1
CCCCn1c(N)c(N(CCC(C)C)C(=O)c2oc3ccc(OCC)cc3c2C)c(=O)[nH]c1=O | 4 | 5 | -0.1 | -10 | 1 | -5 | 0 | 4 | 3 | -13
Cn1c(/C=C/c2cccc([N+](=O)[O-])c2)c([N+](=O)[O-])c(=O)n(C)c1=O | -2 | 1 | -3.3 | -2 | -5 | -8 | -1 | 1 | -1 | -1
Cc1cc(Nc2ccc3c(c2)OCCO3)c2cccc(C)c2n1 | 20 | 0 | -2.8 | -4 | 11 | 2 | -3 | 7 | 4 | 4
N/C(=N\OC(=O)COc1ccccc1Cl)c1ccccn1 | -4 | 10 | 0.8 | 0 | 3 | 7 | 6 | 2 | 0 | 9
COC(=O)C1(O)CC(CC(C)C)=NN1C(=O)c1ccccc1 (configuration not stated) | -10 | -2 | 0.5 | -4 | -1 | 0 | 3 | -1 | 1 | 0
CCOc1ccc(N2C(=O)CC(N3CCN(c4ccccc4OC)CC3)C2=O)cc1 (configuration not stated) | 5 | 7 | 0.2 | 7 | 0 | 7 | -2 | -1 | -5 | 0

Compound activity from PubChem BioAssay.
